PLCb3 inh = blocks human PLC-beta3 enzyme activity. Purified PLC-beta3, fluorogenic substrate, fluorescence. inhibition, % at 12.2 µM. 370,000 compounds, 0.18% hits. AID 720704; in the data active = inhibition above about 11%;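 note: 0% = median of compound wells on plate and 100% = full blocker control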
Target sequence (Q01970 whole entry, looked up): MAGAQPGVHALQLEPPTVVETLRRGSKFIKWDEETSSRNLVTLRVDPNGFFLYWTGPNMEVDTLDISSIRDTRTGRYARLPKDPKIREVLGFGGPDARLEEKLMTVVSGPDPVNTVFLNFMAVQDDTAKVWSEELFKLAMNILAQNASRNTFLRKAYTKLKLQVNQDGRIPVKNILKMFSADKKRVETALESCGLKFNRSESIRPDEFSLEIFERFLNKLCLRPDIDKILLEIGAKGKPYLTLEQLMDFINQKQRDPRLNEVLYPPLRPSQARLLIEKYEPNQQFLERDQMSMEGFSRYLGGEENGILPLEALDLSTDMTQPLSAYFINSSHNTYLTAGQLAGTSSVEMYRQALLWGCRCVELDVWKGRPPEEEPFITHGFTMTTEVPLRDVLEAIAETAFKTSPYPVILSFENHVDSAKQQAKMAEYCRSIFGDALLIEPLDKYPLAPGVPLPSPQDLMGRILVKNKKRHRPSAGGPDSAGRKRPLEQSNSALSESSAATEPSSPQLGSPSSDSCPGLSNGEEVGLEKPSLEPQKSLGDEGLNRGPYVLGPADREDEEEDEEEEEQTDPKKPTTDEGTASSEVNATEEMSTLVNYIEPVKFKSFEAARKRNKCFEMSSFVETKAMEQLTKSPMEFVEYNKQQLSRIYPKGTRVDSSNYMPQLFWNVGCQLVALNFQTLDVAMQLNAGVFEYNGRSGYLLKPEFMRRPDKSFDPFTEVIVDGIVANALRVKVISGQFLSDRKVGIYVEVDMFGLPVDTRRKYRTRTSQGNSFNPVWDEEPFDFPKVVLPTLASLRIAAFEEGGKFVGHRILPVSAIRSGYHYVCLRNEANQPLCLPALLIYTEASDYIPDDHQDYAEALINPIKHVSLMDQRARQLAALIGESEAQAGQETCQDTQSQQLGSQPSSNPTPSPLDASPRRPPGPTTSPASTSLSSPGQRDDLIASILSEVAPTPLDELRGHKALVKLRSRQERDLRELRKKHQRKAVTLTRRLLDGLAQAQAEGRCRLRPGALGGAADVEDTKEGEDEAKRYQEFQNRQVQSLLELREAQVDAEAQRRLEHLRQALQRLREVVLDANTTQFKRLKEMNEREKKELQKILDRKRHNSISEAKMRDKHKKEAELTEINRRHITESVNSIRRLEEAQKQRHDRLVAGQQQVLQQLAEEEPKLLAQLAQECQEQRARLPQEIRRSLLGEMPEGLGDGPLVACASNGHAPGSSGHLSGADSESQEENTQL
hgDAF12 agonist = agonists of H. glycines DAF-12 nuclear receptor; HEK293 GAL4-hgDAF12 UAS-luciferase reporter, agonist luminescence; normalized to butyrate control; activation, % at 6.8 µM; 370,000 compounds, 1.8% hits;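 active = activation above a cutoff set at the mean of all screened compounds plus 3 SD, cut at about 10% in these data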;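 note: 0% = DMSO wells and 100% = sodium butyrate wells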
sPLA2-III inh = Inhibits HGIII-sPLA2 liposome hydrolysis, primary screen | Q9NZ20 | inhibition, % at 12.2 µM | 370,000 compounds, 0.56% hits | QFRET BODIPY PC-A2 liposome hydrolysis, fluorescence;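 active = inhibition above mean plus 3 SD of compounds lying within the high and low control bounds, cut at about 19% in these data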;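 note: 0% = median of test compound wells and 100% = no enzyme DMSO wells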
ssDAF12 agonist = S. stercoralis DAF-12 activation, primary screen; 370,000 compounds, 1% hits; activation, % at 6.8 µM; HEK293 ssDAF-12/GRIP1 lit1-tk-luc reporter, luminescence; % of 3 µM dafachronic acid response;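 active = activation above the mean over all tested compounds plus 3 SD, cut at about 0.9% in these data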;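 note: 0% = DMSO-only wells and 100% = 3 µM delta7-dafachronic acid wells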
hcDAF12 agonist = activates DAF-12 receptor from parasite H. contortus; HEK293 hcDAF-12 lit1-tk-luc reporter, luminescence; 0% DMSO, 100% Δ7-dafachronic acid; activation, % at 6.8 µM; 370,000 compounds, 1.4% hits; AID 652067;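 active = activation above the mean of all tested compounds plus 3 SD, cut at about 5.5% in these data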;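 note: 100% = response to 3 µM Δ7-dafachronic acid high control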
NR1D1 modulator = modulators of human Rev-erb alpha DNA binding. P20393. Rev-erbα–FITC-DNA binding, fluorescence polarization, 90 min. activity, % at 10 µM. 370,000 compounds, 0.79% hits. AID 1259318;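 active = activity above about 14%, limit read from the data; passing the limit was not always enough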;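 note: 0% = DMSO wells with 35 nM protein and 100% = DMSO wells with 750 nM protein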
PG9 binder = PG9 antibody binding by small molecule | TR-FRET gp120-PG9 antibody binding | inhibition, % at 6.7 µM | 360,000 compounds, 0.43% hits | AID 624416; in the data active = inhibition above about 8.5%
DAX1 inh-1 = inhibits human nuclear receptor DAX1; P51843; HEK293 Gal4-DAX1 luciferase reporter, luminescence; inhibition, % at 6.75 µM; 340,000 compounds, 0.99% hits; AID 504766;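 active = inhibition above the mean over all tested compounds plus 3 SD, cut at about 4.2% in these data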;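 note: 0% = DAX1-transfected cells with DMSO and 100% = empty-vector control cells with DMSO; inhibition shows as a rise in luminescence from relieved DAX1 repression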
DAX1 inh-2 = inhibitors of DAX1 repression of SF-1 activated StAR promoter | AID 652010 | HEK293T StAR-luciferase reporter, SF-1/DAX-1 repression relief | 370,000 compounds, 1.1% hits | inhibition, % at 6.8 µM;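 active = inhibition above the mean over all tested compounds plus 3 SD, cut at about 3.6% in these data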;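 note: 0% = DAX-1 cells with DMSO and 100% = cells lacking DAX-1 with DMSO; higher inhibition means more luminescence from relief of DAX-1 repression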
SMARCA2 activ = increases SMARCA2 function in MMTV reporter cells. 370,000 compounds, 1% hits. activation, % at 9.1 µM. MG213 cells, MMTV-luciferase reporter, dexamethasone, overnight; in the data active = activation above about 7.8%;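 note: 0% = vehicle wells and 100% = reference activator wells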
GAA850 FXN act = increases GAA850 frataxin promoter reporter activity | AID 540364 | HEK293 lucGAA850 FXN promoter luciferase reporter, 24 h; percent of 10 µM SAHA response | activation, % at 6 µM | 360,000 compounds, 0.56% hits;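 active = activation above the average of all compounds screened plus 3 SD, cutoff fixed separately per campaign, cut at about 7.5% in these data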;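 note: 0% = DMSO wells and 100% = 10 µM SAHA wells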
* hit, by the source's call; i = inactive; . = no result given.

SMILES	PLCb3 inh	hgDAF12 agonist	sPLA2-III inh	ssDAF12 agonist	hcDAF12 agonist	NR1D1 modulator	PG9 binder	DAX1 inh-1	DAX1 inh-2	SMARCA2 activ	GAA850 FXN act
CC/C(=N\NC(=O)c1nnn(-c2nonc2N)c1-c1cccc(OC)c1)c1ccc(C)cc1	-10	0.8	-14	-1.1	-0.4	-2	0.6	1.4	-0.1	-1	2.8
O=C(c1cccc2ccccc12)N1CCC(N2CCN(c3ccccc3)CC2)CC1	4	0.1	-3	-1.1	0.7	7	-3.5	-2.4	0.5	-3	4.6
COc1cccc(CN(C)Cc2cc(=O)oc3c(C)c(C)ccc23)c1	-11	-7.0	11	-1.5	-3.9	-1	1.1	-2.5	-0.5	3	-2.0
Cc1ccc(OCC(=O)NNC(=O)CSC(=S)N2CCCC2)cc1	0	2.0	-4	-0.2	0.1	-2	0.1	1.3	-0.3	0	0.3
Cc1ccc(OCc2nnc(SCC(=O)c3cccc([N+](=O)[O-])c3)n2C)cc1	0	-1.4	-1	-1.6	-0.9	3	-0.5	-0.6	0.2	-1	-2.2
CNC(=O)N(O)C1N(/N=C/c2ccc(SC)cc2)C(=S)SC1(C)C (stereo not given)	-6	1.5	5	-1.3	2.8	-4	-2.7	-0.5	0.3	2	0.4
CCOc1ccc2oc(C(=O)Nc3ccc(N4CCOCC4)cc3)c(C)c2c1	-15	-0.7	-2	-1.4	-2.7	-6	2.1	-1.8	-0.6	-5	-1.5
COc1ccc(-c2nc(CS(=O)CC(=O)NCCN3CCCCCC3)c(C)o2)cc1OC (stereo not given)	-13	1.7	3	0.2	1.3	-1	-1.4	0.7	0.2	0	1.9
COC(=O)CNC(=S)NC(=O)c1ccc(C(C)(C)C)cc1	3	1.6	-2	-1.0	-1.4	5	-1.7	-0.1	-0.4	-2	0.9
COC(=O)C[C@H]1C[C@H]2c3cc(NC(=O)Cc4ccncc4)ccc3O[C@H]2[C@@H](CO)O1	1	-1.5	-4	-1.2	0.0	1	0.0	-0.3	0.3	-1	1.3
Cc1ccc([N+](=O)[O-])cc1NC(=O)CSc1n[nH]c(-c2cccnc2)n1	-2	-1.1	-1	-0.7	-0.6	1	1.4	1.2	0.5	-2	-2.8
CCC(=O)Nc1nnc(S(=O)(=O)N(CC)c2ccc(Cl)cc2)s1	-1	-1.9	-4	-1.3	-1.5	-3	0.1	1.2	0.1	0	0.8
Cn1c(=O)[nH]c(=O)c2c1nc(NCCCO)n2CCCc1ccccc1	1	-1.5	-4	-1.1	-0.2	-5	-2.0	0.4	-0.2	-2	1.9
Cc1nn(CC(=O)Nc2ccc(C#N)cc2)c(C)c1[N+](=O)[O-]	-6	-1.9	11	-0.2	-0.5	4	0.2	-1.3	-0.1	-2	0.1
O=C(Nc1ccnn1C1CCN(CCCc2ccccc2)CC1)c1ccccc1Cl	-4	-1.4	-13	-1.0	-0.3	-2	-2.3	-0.4	0.5	2	-0.8
CN1CCN(CC(=O)Nc2ccccc2C(F)(F)F)CC1	-6	-0.1	22*	-1.0	-0.7	0	0.5	0.7	0.7	-3	-0.4
CN1C(=O)/C(=C/c2ccc(C(=O)NC3CCCC3)cc2)Oc2ccccc21	-150	3.3	0	-0.9	-2.0	-2	0.7	0.5	0.5	2	3.0
CC(C)N(C)c1ncnc2c1ncn2[C@H]1CN(CCc2ccccc2)C[C@@H](CO)O1	-1	0.3	1	-1.5	0.5	2	0.8	.	-0.2	-1	4.6
COC(=O)c1cc(OC)c(OC)cc1NC(=O)CCN1C(=O)C2CCCCC2C1=O (stereo not given)	-7	-0.3	-7	-1.0	-1.7	9	-0.7	0.0	-0.3	1	-0.4
O=C(COc1ccccc1)Nc1ccc(F)cc1	-2	2.7	2	0.7	0.5	-3	-0.9	-0.5	0.2	-2	2.4
Cc1cccc(CNc2ccc(S(=O)(=O)N3CCCCC3)cc2)c1	-5	-1.8	-2	-0.9	-1.7	-4	-1.2	-1.2	0.0	-3	1.3
Cc1ccc(/C=N/NC(=O)Cn2ccc(C(F)(F)F)n2)o1	4	0.1	-1	-1.9	-1.5	-6	-2.5	0.0	0.6	2	2.7
CC1(C)Cc2c(C#N)c(SCCO)nc(N3CCOCC3)c2CO1	-14	-1.7	5	-1.4	0.2	9	0.6	0.8	-0.4	-1	0.9
CC(C)(CO)NC(=O)CC1C(=O)NCCN1CC(c1ccccc1)c1ccccc1 (stereo not given)	-2	0.0	-1	-1.3	-0.4	0	-0.5	1.7	0.7	-1	-0.3
CCN(c1ccccc1)S(=O)(=O)c1ccc(OC)c(NC(=O)c2cc(F)c(F)c(F)c2F)c1	7	0.3	-2	0.0	0.8	0	-2.5	1.1	-0.7	0	1.0
O=C(Oc1cccccc1=O)c1ccccc1	-7	7.8	11	-0.9	-1.5	-2	-1.9	-0.1	0.4	-1	0.8
COc1ccc(CCc2nnc(CCC(=O)NCCc3ncccc3C)o2)cc1	-2	0.5	7	-1.4	0.8	-5	-1.2	-1.0	-0.2	-1	2.0
Cc1ccc(S(=O)(=O)c2ccccc2)cc1S(=O)(=O)N1CCOCC1	4	-0.7	2	-1.5	-0.4	6	1.8	0.7	-0.6	-2	3.3
CCCS(=O)(=O)N1CCC(CCOc2ccccc2)(C(=O)OCC)CC1	-1	-0.2	-6	-1.1	-1.7	-2	-0.1	-2.6	-0.8	-3	1.4
CC(C)(C)c1cc(=O)n2c(nc3ccccc32)[nH]1	-58	1.4	-1	-1.7	-2.4	-4	1.4	0.2	-1.5	0	3.2

Shown with each value named: entries from further up.
Structure: CCCS(=O)(=O)N1CCC(CCOc2ccccc2)(C(=O)OCC)CC1
  PLCb3 inh: -1	hgDAF12 agonist: -0.2	sPLA2-III inh: -6	ssDAF12 agonist: -1.1	hcDAF12 agonist: -1.7	NR1D1 modulator: -2	PG9 binder: -0.1	DAX1 inh-1: -2.6	DAX1 inh-2: -0.8	SMARCA2 activ: -3	GAA850 FXN act: 1.4
Structure: CC(C)(C)c1cc(=O)n2c(nc3ccccc32)[nH]1
  PLCb3 inh: -58	hgDAF12 agonist: 1.4	sPLA2-III inh: -1	ssDAF12 agonist: -1.7	hcDAF12 agonist: -2.4	NR1D1 modulator: -4	PG9 binder: 1.4	DAX1 inh-1: 0.2	DAX1 inh-2: -1.5	SMARCA2 activ: 0	GAA850 FXN act: 3.2

The list goes on.
SMILES	PLCb3 inh	hgDAF12 agonist	sPLA2-III inh	ssDAF12 agonist	hcDAF12 agonist	NR1D1 modulator	PG9 binder	DAX1 inh-1	DAX1 inh-2	SMARCA2 activ	GAA850 FXN act
CCCN1Cc2cccc(C(=O)NCc3ccc(C)cc3)c2C1=O	-1	0.2	-6	-1.0	-1.3	9	-0.8	0.0	-0.2	0	2.7
O=C(CSc1ccc(Cl)cc1)NCc1ccncc1	3	0.2	5	-1.3	1.2	7	-1.6	-1.5	0.5	-4	-1.6
CC(=O)NCCOc1cccc(OCCNC(C)=O)c1	-1	0.5	2	-1.0	-0.1	-2	-0.5	-0.9	-0.2	-1	-1.1
C#CCOCCOCCOCCNc1nc(N2CCN(C(=O)[C@H](CCCCN)n3cc([C@@H](N)C(C)CC)nn3)CC2)nc(N2CCN(C(=O)[C@H](CCCCN)n3cc([C@@H](N)C(C)CC)nn3)CC2)n1 (stereo not given in full)	7	7.1	20*	-1.2	-0.1	3	.	.	.	.	.
COCCn1c(SCC(=O)N2CCC(C)CC2)nc2c([nH]c3ccccc32)c1=O	-5	2.1	1	0.0	2.8	-4	0.3	1.9	0.5	0	2.0
Clc1cccc(CN2CCSCC2)c1	1	3.0	-2	-0.8	-0.1	4	-2.5	1.4	0.6	0	-1.6
Nc1ccc2nc3c(=O)n(C4CCCCC4)c(=O)[nH]c3nc2c1	i	9.8	-249	-1.0	1.5	77*	-4.6	2.0	0.7	4	6.2
Brc1ccc2nc(-c3c[nH]c4ccccc34)cn2c1	-95	22*	-2	0.5	11*	-5	-2.5	6.2*	8.8*	6	4.7
O=C(Nc1ccc2c(c1)OCCO2)C1c2ccccc2C(=O)N2CCc3ccccc3C12 (stereo not given)	2	1.3	3	-0.6	-0.6	-3	-1.3	0.3	-0.3	0	-4.7
O=S(=O)(c1ccc2c(c1)CCCN2)N1CCCCC1	-11	2.2	10	-1.4	-1.6	5	1.1	1.1	-0.6	-3	0.1
O=C(NNC(=O)C1[C@H]2CCCC[C@@H]12)NC1CCCCC1 (stereo not given in full)	0	0.4	4	-0.8	1.4	-6	-0.2	-0.6	0.3	2	2.1
COc1cccc(C(=O)COC(=O)c2ccc(NC(C)=O)cc2)c1	-2	1.2	-7	-1.1	-1.4	0	-0.9	1.0	-0.5	1	0.8
Nc1cccc2c1C(=O)c1ccc(Cl)cc1C2=O	-5	6.0	16	-0.8	2.7	0	-3.7	2.1	3.7*	4	5.0
O=C(CNC(=S)N(Cc1ccccc1)Cc1cccnc1)NCc1ccccc1	0	-0.8	-3	-0.2	2.6	-4	-0.4	-0.1	0.6	-4	-0.6

Entries shown so far that contain an NH in an aromatic ring (6):
SMILES	PLCb3 inh	hgDAF12 agonist	sPLA2-III inh	ssDAF12 agonist	hcDAF12 agonist	NR1D1 modulator	PG9 binder	DAX1 inh-1	DAX1 inh-2	SMARCA2 activ	GAA850 FXN act
Cc1ccc([N+](=O)[O-])cc1NC(=O)CSc1n[nH]c(-c2cccnc2)n1	-2	-1.1	-1	-0.7	-0.6	1	1.4	1.2	0.5	-2	-2.8
Cn1c(=O)[nH]c(=O)c2c1nc(NCCCO)n2CCCc1ccccc1	1	-1.5	-4	-1.1	-0.2	-5	-2.0	0.4	-0.2	-2	1.9
CC(C)(C)c1cc(=O)n2c(nc3ccccc32)[nH]1	-58	1.4	-1	-1.7	-2.4	-4	1.4	0.2	-1.5	0	3.2
COCCn1c(SCC(=O)N2CCC(C)CC2)nc2c([nH]c3ccccc32)c1=O	-5	2.1	1	0.0	2.8	-4	0.3	1.9	0.5	0	2.0
Nc1ccc2nc3c(=O)n(C4CCCCC4)c(=O)[nH]c3nc2c1	i	9.8	-249	-1.0	1.5	77*	-4.6	2.0	0.7	4	6.2
Brc1ccc2nc(-c3c[nH]c4ccccc34)cn2c1	-95	22*	-2	0.5	11*	-5	-2.5	6.2*	8.8*	6	4.7

Compounds were not picked by outcome. Share with any hit: about 7%.
